Screening results as filed in PubChem.
mHTT-CaM PPI inh: inhibitors of human mutant huntingtin-calmodulin interaction. P42858. AlphaScreen His-mHTT/GST-CaM binding, luminescence. inhibition, % at 15 µM. 3.6% of 190,000 active. AID 1671202;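 also: 0% = both proteins with DMSO and 100% = one protein alone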
Pf apPOL inh: Pf-apPOL DNA polymerase inhibition; Recombinant Pf-apPOL, molecular beacon fluorescence, 1.5 h; inhibition, % at 10 µM; 0.25% of 210,000 active
* marks the source's active call; other numbers are inactive results; . = not tested or not shown; & = joins results of further samples. Rule as the data show it: active = inhibition above about 50%; inactive = the rest.

Preview (two entries):
CC(C)c1noc(COC2CCCN(C(=O)NCc3ccco3)C2)n1 (stereo not given)
  mHTT-CaM PPI inh: 0.1; Pf apPOL inh: 1.4
CC(=O)Nc1cccc(-n2nnc(SCC(=O)NCc3cccs3)n2)c1
  mHTT-CaM PPI inh: .; Pf apPOL inh: -7.1

The whole of this part, from the start:
CC(C)c1noc(COC2CCCN(C(=O)NCc3ccco3)C2)n1 (stereo not given)
  mHTT-CaM PPI inh: 0.1; Pf apPOL inh: 1.4
CC(=O)Nc1cccc(-n2nnc(SCC(=O)NCc3cccs3)n2)c1
  mHTT-CaM PPI inh: .; Pf apPOL inh: -7.1
CCCCCCN1C[C@H](O)[C@@H](n2cc(C3CC3)nn2)C[C@@H]1c1ccc(Cl)cc1
  mHTT-CaM PPI inh: 72.7*; Pf apPOL inh: -0.3
COc1ccc(NC(=O)Cn2ccn(-c3ccc(F)c(F)c3)c(=O)c2=O)cc1Cl
  mHTT-CaM PPI inh: -11.0; Pf apPOL inh: 1.5
Cc1ccc(-c2cc3nc(C)cc(C(F)(F)F)n3n2)cc1
  mHTT-CaM PPI inh: 2.0; Pf apPOL inh: 1.6
COc1ccc(-c2nc3c(c(=O)[nH]2)CCN(S(=O)(=O)c2ccc(C)c(Cl)c2)C3)cc1
  mHTT-CaM PPI inh: 5.4; Pf apPOL inh: -4.4
COc1ccc(C2(C(=O)NCC3(c4ccccc4)CCCOC3)CCOCC2)cc1OC (stereo not given)
  mHTT-CaM PPI inh: -1.0; Pf apPOL inh: -1.9
CCn1cc(CN2CCC(c3nc(C4CC4)n[nH]3)CC2)cn1
  mHTT-CaM PPI inh: -10.3; Pf apPOL inh: -0.2
COc1cc(C2SC(C)C(=O)N2Cc2ccccc2)cc(OC)c1OC (stereo not given)
  mHTT-CaM PPI inh: 2.0; Pf apPOL inh: -2.3
O=c1[nH]c2cc(S(=O)(=O)NCCCn3ccnc3)ccc2s1
  mHTT-CaM PPI inh: 2.2; Pf apPOL inh: .

Cc1ccc(-n2nc3c(c2NC(=O)C(C)C)CS(=O)(=O)C3)cc1
  mHTT-CaM PPI inh: -3.0; Pf apPOL inh: -6.4
O=C(c1n[nH]c2ccccc12)N1CCc2c(nc3cc[nH]n3c2=O)C1
  mHTT-CaM PPI inh: -4.6; Pf apPOL inh: 2.9
OC1CCCc2c1[nH]c1ccc(Br)cc21 (stereo not given)
  mHTT-CaM PPI inh: 14.6; Pf apPOL inh: .
COCC(=O)Nc1ccc2nc(N3CCN(c4ncccn4)CC3)cc(C)c2c1
  mHTT-CaM PPI inh: 2.0; Pf apPOL inh: -9.8
COc1ccc(NS(=O)(=O)c2ccc(N=Cc3ccc([N+](=O)[O-])cc3)cc2)nn1
  mHTT-CaM PPI inh: 0.0; Pf apPOL inh: 2.8
O=C(NCc1ccccc1)O[C@@H]1CC[C@@]23CCCN2C(=O)CCC[C@H]3C1
  mHTT-CaM PPI inh: 0.2; Pf apPOL inh: 0.4
CCOc1ccc(C2N(c3ccc(Cl)cc3)C(=O)C3CCCN32)cc1 (stereo not given)
  mHTT-CaM PPI inh: 3.9; Pf apPOL inh: -3.0
Brc1ccc(C=Nc2nc3c(s2)CCCC3)cc1
  mHTT-CaM PPI inh: -1.0; Pf apPOL inh: -3.7
NCCNC(=O)c1c(O)c2cccc3c2n(c1=O)CC3
  mHTT-CaM PPI inh: 6.0; Pf apPOL inh: -7.2
Cc1nn2c([N+](=O)[O-])c(C)[nH][n+]2c1C(=O)N1CCN(C)CC1
  mHTT-CaM PPI inh: 2.0; Pf apPOL inh: -2.2

CC1CCCCN1Cc1c(O)ccc2c(=O)c(-c3ccc4c(c3)OCCO4)coc12 (stereo not given)
  mHTT-CaM PPI inh: -0.2; Pf apPOL inh: -2.4
CCCCC(=O)NC(=O)c1ccccc1O
  mHTT-CaM PPI inh: 2.3; Pf apPOL inh: -5.3
COc1ccc(-c2nc3ccc(C)cn3c2NC(=O)C2CCCC2)cc1OC
  mHTT-CaM PPI inh: 16.2; Pf apPOL inh: 0.2
CCn1cc(Br)c(CN(C)C(=O)c2noc(C)c2Cn2nc(C)c([N+](=O)[O-])c2C)n1
  mHTT-CaM PPI inh: -2.3; Pf apPOL inh: .
CCNS(=O)(=O)c1ccc(C)cc1
  mHTT-CaM PPI inh: .; Pf apPOL inh: -15.4
CCCCC(=O)Nc1c2c(nn1-c1ccc(OC)cc1)CS(=O)(=O)C2
  mHTT-CaM PPI inh: 1.0; Pf apPOL inh: -3.0
CC1=NN(C(=O)c2cccc([N+](=O)[O-])c2)C(O)(c2ccc(Cl)cc2)C1 (stereo not given)
  mHTT-CaM PPI inh: 59.0*; Pf apPOL inh: 0.8
CCOC(=O)C1CCN(C(=O)C2CCc3sc(C(=O)N4CCCCC4)cc3C2)CC1 (stereo not given)
  mHTT-CaM PPI inh: 4.2; Pf apPOL inh: -1.1
CC(=O)C1=C(O)C(=O)N(CCC(=O)O)C1c1ccc(Cl)cc1 (stereo not given)
  mHTT-CaM PPI inh: 1.1; Pf apPOL inh: -4.2
COc1ccc(C(C)NS(=O)(=O)c2cc3c(s2)CCN(C(C)=O)C3)cc1 (stereo not given)
  mHTT-CaM PPI inh: 5.3; Pf apPOL inh: -7.0

(list continues)
Order of results: mHTT-CaM PPI inh | Pf apPOL inh
- CC(C)NC(=O)c1cnn2c3c(cnc12)CCCC3
 : 2.9 | -2.1
- CCc1nnc(NS(=O)(=O)c2ccc(NC(=O)c3ccc(Cl)cc3Cl)cc2)s1
 : 8.0&19.2 | -0.8&-8.1
- O=C(Sc1cccc2cccnc12)c1ccc([N+](=O)[O-])cc1
 : 100.0* | -2.5
- COc1ccccc1Nc1cc(C(=O)N2CCSCC2)nc2ccccc12
 : -5.9 | -4.3
- CCc1ccc(CN2C(=O)c3ccccc3C2C(=O)NCCc2ccc(OC)c(OC)c2)cc1 (stereo not given)
 : 42.0 | -15.4
- CCC(C(=O)N1CCn2c(C)nnc2C1)c1ccccc1 (stereo not given)
 : -6.4 | 0.1
- CN(C)C(=O)c1cc2c(s1)CCC(C(=O)NCc1ccc(Cl)cc1)C2 (stereo not given)
 : -3.0 | -4.1
- COc1cc2c(cc1OC)CC1(CCCCC1)N=C2
 : 18.8 | -1.7
- CCn1c(C)c(CN2CCC(C(=O)NCCCN3CCOCC3)CC2)c2ccccc21
 : 8.2 | -2.8
- CCn1cc(/C=C2\C(=O)NC(=O)N(c3ccc4c(c3)OCO4)C2=O)c2ccccc21
 : 24.0 | -0.1

Next part:
Order of results: mHTT-CaM PPI inh | Pf apPOL inh
- CCOc1ccc(N2CC(c3nnc(NC(=O)Cc4cccc(OC)c4)o3)CC2=O)cc1 (stereo not given)
 : 36.6 | -3.0
- CN(CC(O)COCc1ccc2c(c1)OCO2)C1CCCCC1 (stereo not given)
 : -2.5 | -5.4
- OCCN(C=NC1=NN(c2ccccc2)CC1)CCO
 : 11.7 | .
- COc1ccc(C)cc1NC(=O)N1CCC2(CC1)Nc1cc(F)ccc1-n1cccc12
 : 54.0* | 5.7
- CCCN(C)Cc1nc2nc(C)cc(N3CCCCCC3)n2n1
 : 18.6 | -6.7
- O=C1C(N2CCOCC2)CCCN1Cc1ccccc1C(F)(F)F (stereo not given)
 : -4.0 | 1.0
- O=C(c1ccccc1)N1CCc2nc(-c3ccc(F)cc3)ncc2C1
 : 0.2 | -1.7
- O=C1C(=O)N(Cc2ccc(F)cc2)c2ccc([N+](=O)[O-])cc21
 : 11.0&18.1 | -2.1&-3.8
- COc1ccc(S(=O)(=O)N2c3ccccc3CC2C(N)=O)cc1C (stereo not given)
 : 2.4 | 0.8
- CCOC(=O)Cc1ccc(NC(=O)N2CCCC2c2cccc(F)c2)cc1 (stereo not given)
 : -5.1 | -3.2

Reprinted from the listing for reference:
Order of results: mHTT-CaM PPI inh | Pf apPOL inh
- COCC(=O)Nc1ccc2nc(N3CCN(c4ncccn4)CC3)cc(C)c2c1
 : 2.0 | -9.8
- COc1ccc(NS(=O)(=O)c2ccc(N=Cc3ccc([N+](=O)[O-])cc3)cc2)nn1
 : 0.0 | 2.8
- O=C(NCc1ccccc1)O[C@@H]1CC[C@@]23CCCN2C(=O)CCC[C@H]3C1
 : 0.2 | 0.4
- CCOc1ccc(C2N(c3ccc(Cl)cc3)C(=O)C3CCCN32)cc1 (stereo not given)
 : 3.9 | -3.0
- Brc1ccc(C=Nc2nc3c(s2)CCCC3)cc1
 : -1.0 | -3.7
- NCCNC(=O)c1c(O)c2cccc3c2n(c1=O)CC3
 : 6.0 | -7.2
- Cc1nn2c([N+](=O)[O-])c(C)[nH][n+]2c1C(=O)N1CCN(C)CC1
 : 2.0 | -2.2
- CC1CCCCN1Cc1c(O)ccc2c(=O)c(-c3ccc4c(c3)OCCO4)coc12 (stereo not given)
 : -0.2 | -2.4
- CCCCC(=O)NC(=O)c1ccccc1O
 : 2.3 | -5.3
- COc1ccc(-c2nc3ccc(C)cn3c2NC(=O)C2CCCC2)cc1OC
 : 16.2 | 0.2
- CCn1cc(Br)c(CN(C)C(=O)c2noc(C)c2Cn2nc(C)c([N+](=O)[O-])c2C)n1
 : -2.3 | .
- CCNS(=O)(=O)c1ccc(C)cc1
 : . | -15.4
- CCCCC(=O)Nc1c2c(nn1-c1ccc(OC)cc1)CS(=O)(=O)C2
 : 1.0 | -3.0
- CC1=NN(C(=O)c2cccc([N+](=O)[O-])c2)C(O)(c2ccc(Cl)cc2)C1 (stereo not given)
 : 59.0* | 0.8
- CCOC(=O)C1CCN(C(=O)C2CCc3sc(C(=O)N4CCCCC4)cc3C2)CC1 (stereo not given)
 : 4.2 | -1.1
- CC(=O)C1=C(O)C(=O)N(CCC(=O)O)C1c1ccc(Cl)cc1 (stereo not given)
 : 1.1 | -4.2
- COc1ccc(C(C)NS(=O)(=O)c2cc3c(s2)CCN(C(C)=O)C3)cc1 (stereo not given)
 : 5.3 | -7.0
- CC(C)NC(=O)c1cnn2c3c(cnc12)CCCC3
 : 2.9 | -2.1
- CCc1nnc(NS(=O)(=O)c2ccc(NC(=O)c3ccc(Cl)cc3Cl)cc2)s1
 : 8.0&19.2 | -0.8&-8.1
- O=C(Sc1cccc2cccnc12)c1ccc([N+](=O)[O-])cc1
 : 100.0* | -2.5
- COc1ccccc1Nc1cc(C(=O)N2CCSCC2)nc2ccccc12
 : -5.9 | -4.3
- CCc1ccc(CN2C(=O)c3ccccc3C2C(=O)NCCc2ccc(OC)c(OC)c2)cc1 (stereo not given)
 : 42.0 | -15.4
- CCC(C(=O)N1CCn2c(C)nnc2C1)c1ccccc1 (stereo not given)
 : -6.4 | 0.1
- CN(C)C(=O)c1cc2c(s1)CCC(C(=O)NCc1ccc(Cl)cc1)C2 (stereo not given)
 : -3.0 | -4.1
- COc1cc2c(cc1OC)CC1(CCCCC1)N=C2
 : 18.8 | -1.7
- CCn1c(C)c(CN2CCC(C(=O)NCCCN3CCOCC3)CC2)c2ccccc21
 : 8.2 | -2.8

Additional records:
Order of results: mHTT-CaM PPI inh | Pf apPOL inh
- CC(=O)Nc1ccc2cccccc1-2
 : 30.5 | -2.3
- CC(=NCCN1CCOCC1)C1=C(O)c2ccccc2C1=O
 : 0.8 | 4.8
- Cc1ccc(NC(=O)N2CCc3nc(Cc4cccc(F)c4)[nH]c(=O)c3C2)cc1C
 : 18.7 | -7.5
- COc1ccc(-c2c(C)c3ccc(OC)cc3oc2=O)c(OC)c1
 : -14.1 | -14.5
- Cc1ccccc1N1CCN(C(=O)c2ccc(-c3cncnc3)nc2)CC1
 : 0.6 | -0.1
- O=C(NCc1ccccn1)C1CCCN(c2cnn(Cc3ccccc3)c(=O)c2)C1 (stereo not given)
 : 7.5 | -9.6
- C=CCc1c(C)c(C#N)c2nc3ccccc3n2c1NCc1ccccn1
 : 7.0 | -32.3
- O=C(CSc1nnc(COc2ccccc2)n1-c1ccccc1)c1cccc([N+](=O)[O-])c1
 : 0.3 | 4.9
- COc1cc(CN2CCCC2c2c(C)noc2C)cc(OC)c1OC (stereo not given)
 : -7.4 | 6.9
- C=C1CCN([C@H](C(=O)O)C(C)C)S(=O)(=O)c2ccccc21
 : 0.8 | -4.5

More records.
Order of results: mHTT-CaM PPI inh | Pf apPOL inh
- O=C(c1ccc2[nH]ccc2c1)N1CCC2(CC1)NC(=O)N(Cc1ccc(Cl)cc1)C2=O
 : 29.2 | -3.8
- CSc1ccccc1C(=O)Nc1ccc2c(c1)OC1(CCCCC1)O2
 : 39.0&6.9 | -6.2&-2.1
- O=S(=O)(Cc1ccccc1)Nc1nc2ccccc2s1
 : 0.0 | 2.7
- CCCCN(C)C(=O)c1nc(-c2cccc(F)c2)n2c1CCCCC2
 : 12.1 | 0.8
- CCCC(=O)N1CCCC1c1nc2cc(-c3ccccc3F)ccc2o1 (stereo not given)
 : 13.2 | -1.0
- O=C1NC(=O)C2C3C=CC(C3=C(c3ccccc3)c3ccccc3)C12 (stereo not given)
 : 57.0* | -2.4
